# Source: PubChem BioAssay (National Center for Advancing Translational Sciences (NCATS))
# TGFb inhibitor: qHTS for Inhibitors of TGF-b; Potency, µM (top dose mostly 46.1 µM), for inactives: at the top dose activity, negative = inhibition, usual class: inhibitors; HepG2 CAGA-GFP TGF-b/SMAD3 reporter, GFP fluorescence, 18 h; TGF-beta stimulated, 500 pg/mL final; actives 1.2% (n = 410,000); AID 588855, 2011; also: % is scaled to controls: 0 for no effect and ±100 for the full control effect; nearly all actives have a fitted effect of over 65% in size
#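 Inhibition was scored as loss of TGF-beta-induced (500 pg/mL final, 18 hours, 37 degrees C) GFP in HEPG2 cells carrying a CAGA-GFP reporter, in DMEM with 1% FBS. Well GFP was summed per cell; Activity was normalised to unstimulated and stimulated DMSO wells, then concentration-response fitting.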
# Nrf2 activator: qHTS of Nrf2 Activators; AID 624171, 2012; Potency, µM (series often up to 46.1 µM), for inactives: at the highest dose activation, most hits filed as activators; AREc32 ARE-luciferase reporter (MCF7-derived line), luminescence, 24 h; actives 0.31% (n = 410,000); also: % of control where 0% means no effect; nearly all actives have a fitted effect of over 65% in size
#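 For detection, Steady-Glo was added and plates sat 30 min at RT; before that, AREc32_Fluc cells grown overnight in OPTI-MEM/5% FBS had been treated with 23 nL compound for 24 hr at 37 deg C.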
# MCF10A rereplic: A quantitative high throughput screen for small molecules that induce DNA re-replication in MCF 10a normal breast cells; MCF 10A DNA re-replication, Hoechst nuclear intensity, 48 h; Potency, µM (highest dose often 46.1 µM), for the others: at the highest dose activity, positive = re-replication, most hits filed as activators; actives 2.9% (n = 350,000); AID 624296, 2012; also: % of control where 0% means no effect; nearly all actives have a fitted effect of over 50% in size
# S2 tox: Viability Counterscreen for Primary qHTS for Inhibitors of ATXN expression. Potency, µM (titrated, usually from 56.7 µM), actives largely listed as cytotoxic. S2 cells (HEK-293 line with an ATXN2-luciferase reporter) viability, CellTiter-Fluor protease fluorescence, 24 h. actives 0.49% (n = 400,000). AID 651635, 2014; also: nearly all actives have a fitted effect of over 40% in size
# EPAC2 antagonist: qHTS for Antagonist of cAMP-regulated guanine nucleotide exchange factor 2 (EPAC2): primary screen | Potency, µM (series often up to 114 µM), inactives show top-dose activity, negative = inhibition, actives largely listed as inhibitors | AID 720708, 2013 | Rap guanine nucleotide exchange factor 4 (Homo sapiens), Q8WZA2 | EPAC2 GEF exchange of Rap1B-BODIPY-GDP, fluorescence | actives 0.18% (n = 360,000); also: % is scaled to controls: 0 for no effect and ±100 for the full control effect; nearly all actives have a fitted effect of over 45% in size; many of its hits are not listed in these tables
# Target sequence (Q8WZA2 whole entry, looked up): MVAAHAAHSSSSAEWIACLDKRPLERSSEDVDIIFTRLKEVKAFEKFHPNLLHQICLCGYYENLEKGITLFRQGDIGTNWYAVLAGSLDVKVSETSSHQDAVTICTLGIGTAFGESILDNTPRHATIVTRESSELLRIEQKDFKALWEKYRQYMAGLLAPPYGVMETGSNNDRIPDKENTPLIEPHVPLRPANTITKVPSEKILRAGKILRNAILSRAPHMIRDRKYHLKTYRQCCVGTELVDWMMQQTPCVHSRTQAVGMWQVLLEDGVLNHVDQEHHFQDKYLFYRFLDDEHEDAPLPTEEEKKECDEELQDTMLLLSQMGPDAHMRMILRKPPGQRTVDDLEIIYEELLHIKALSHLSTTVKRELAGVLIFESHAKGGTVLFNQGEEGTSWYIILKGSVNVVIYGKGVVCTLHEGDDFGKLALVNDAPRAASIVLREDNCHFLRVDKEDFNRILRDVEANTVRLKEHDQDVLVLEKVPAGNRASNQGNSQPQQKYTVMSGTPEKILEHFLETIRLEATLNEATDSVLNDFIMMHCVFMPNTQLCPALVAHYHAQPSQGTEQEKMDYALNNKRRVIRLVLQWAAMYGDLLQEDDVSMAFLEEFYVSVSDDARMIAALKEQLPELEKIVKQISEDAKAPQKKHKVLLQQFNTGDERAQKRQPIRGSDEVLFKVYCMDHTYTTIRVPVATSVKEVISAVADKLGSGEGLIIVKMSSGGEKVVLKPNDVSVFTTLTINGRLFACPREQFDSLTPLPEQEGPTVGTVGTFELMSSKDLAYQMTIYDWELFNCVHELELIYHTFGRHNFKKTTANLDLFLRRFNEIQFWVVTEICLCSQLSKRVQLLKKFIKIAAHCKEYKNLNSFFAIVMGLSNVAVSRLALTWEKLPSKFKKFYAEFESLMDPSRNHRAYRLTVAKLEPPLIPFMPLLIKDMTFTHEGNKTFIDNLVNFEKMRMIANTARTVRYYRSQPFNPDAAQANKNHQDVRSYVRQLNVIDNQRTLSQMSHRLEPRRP
# HepG2 viability: qHTS for Inhibitors of TGF-b: Cytotox Counterscreen; HepG2 CAGA-GFP viability, ATP luminescence, 18 h; Potency, µM (doses to about 46.1 µM), for inactives: at the highest dose activity change, negative = cytotoxicity, actives largely listed as cytotoxic; actives 0.76% (n = 410,000); also: some results filed as inactive show a strong effect at the top dose
#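 HepG2 CAGA-GFP cells (1000/well, DMEM with 1% FBS) received compound, then TGF-beta at 500 pg/mL final, and were incubated 18 hours at 37 degrees C. Viability was read by CellTiter-Glo luminescence. Media-only wells were set as complete cell-killing and DMSO as no toxicity.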
# A549 viability: Nrf2 qHTS screen for inhibitors: counterscreen for cytotoxicity; Potency, µM (top dose mostly 46 µM), for the others: at the top dose activity change, negative = cytotoxicity, usual class: inhibitors; A549 ARE-Fluc cells, CellTiter-Fluor viability, 18-24 h; actives 0.16% (n = 390,000); AID 504648, 2011; also: % is scaled to controls: 0 for no effect and ±100 for the full control effect
#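 Cytotoxicity counterscreen: CellTiter-Fluor fluorescence was measured in A549 ARE_Fluc cells after 18-24 h of compound exposure in a concentration series. The subsequent BugLite luminescent read reports ARE-luciferase activity.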
# ATXN2 expr inh: Primary qHTS for Inhibitors of ATXN expression; Potency, µM (series often up to 57 µM), for the others: at the top dose activity change, negative = inhibition, usual class: inhibitors; actives 0.72% (n = 360,000); HEK-293 ATXN2-luciferase reporter, luminescence, 24 h; also: % is scaled to controls: 0 for no effect and ±100 for the full control effect; nearly all actives have a fitted effect of over 55% in size
#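 ATXN2-luciferase reporter cells (luciferase flanked by upstream and downstream ATXN2 gene portions) were treated 24 h at 37 °C with compounds at up to 57 uM. SteadyGlo luminescence gave expression; GF-AFC fluorescence gave viability.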
# Nrf2 inh: Nrf2 qHTS screen for inhibitors; Potency, µM (top dose mostly 46 µM), for inactives: at the top dose activity change, negative = inhibition, usual class: inhibitors; actives 2.1% (n = 360,000); A549 ARE-Fluc reporter, luciferase luminescence, 18-24 h; also: % is scaled to controls: 0 for no effect and ±100 for the full control effect; nearly all actives have a fitted effect of over 60% in size
#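 In this cell-based qHTS, ARE-driven firefly luciferase in A549 cells reports Nrf2 activity; the luminescent signal after BugLite lysis is the measured value, with a prior CellTiter-Fluor read for cell health.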
# Numbers without * were called inactive; i = inactive; ? = inconclusive; nt = not tested or not shown; & = joins results of further samples; [ ] = dose if it differs, or a comment. Calls follow the shape of the dose curve; as a rule, active = well fitted curve in the direction sought with a large enough effect; inconclusive = small, poorly fitted or top-dose-only effect, or another doubt; inactive = no such curve, though single readings can be large; an effect the other way counts as inactive or inconclusive. Potency is read from the fitted curve at half-maximal effect. Only part of the results is shown; the hit share may differ from the screen's.
molecule	TGFb inhibitor	Nrf2 activator	MCF10A rereplic	S2 tox	EPAC2 antagonist	HepG2 viability	A549 viability	ATXN2 expr inh	Nrf2 inh
COc1ccccc1-c1cnc(C(O)c2cccc(CN3CCCCC3)c2)[nH]1 (centres undefined)	7%	3.5%	nt	i	24%	-1%	nt	15%	nt
CCc1nnc(NC(=O)C2CCCCN2S(=O)(=O)c2ccccc2)s1 (centres undefined)	-5%	-0.1%	9%	i	2%	1%	-2%	5%	11%
COc1cccc(NC(=O)CSc2nnc3ccc(-c4ccccn4)nn23)c1	-2%	0.0%	0%	i	-2%	-10%	-8%	10%	-2%
O=C(CSc1oc(-c2ccco2)nc1S(=O)(=O)c1ccc(Cl)cc1)NCC1CCCO1 (centres undefined)	4%	-1.0%	-1%	i	-2%	-10%	-5%	-4%	-25%
COCCOC(=O)C1=C(N)OC2=C(C(=O)CC(C)(C)C2)C1c1cccnc1 (centres undefined)	1%	0.1%	0%	i	7%	0%	2%	9%	1%
CCOC(=O)c1c(C)n(C)c2ccc(OCC(O)CN3CCN(C)CC3)cc12 (centres undefined)	6%	-0.1%	6%	i	18%	3%	9%	-16%	4%
COCCN(CC(=O)Nc1cccc(C)c1C)C(=O)c1cc2c(s1)CCC2	-10%	0.0%	2%	i	15%	3%	-1%	-7%	-4%
COc1cccc(C(C(=O)NC2CCCC2)N(C(=O)c2ccco2)c2ccccc2F)c1OC (centres undefined)	-7%	2.4%	-6%	i	-1%	-8%	1%	1%	7%
CCOc1ncccc1C(=O)NCc1ccc(OC)cc1	12%	0.4%	?	i	4%	-8%	-11%	-17%	-29%
CCC(C)N(C(=O)c1csnn1)C(C(=O)NCc1ccc(F)cc1)c1ccco1 (centres undefined)	-24%	-0.9%	5%	i	8%	-1%	-6%	15%	16%
O=c1c2ccccc2nc2c3ccccc3c(NCc3ccco3)nn12	4%	?	16%	i	3%	-9%	3%	18%	1%
CCOC(=O)C1=C(N)N(c2cc(S(=O)(=O)N3CCOCC3)ccc2Cl)C(=O)C1	8%	-0.2%	-2%	i	0%	-8%	-4%	-13%	-11%
CC1CCCC(NC(=O)CN(C)CC(=O)Nc2ccc(F)cc2)C1C (centres undefined)	-26%	0.0%	10%	?	3%	-6%	0%	-10%	24%
COc1ccccc1NC(=S)NCc1ccco1	2%	-0.5%	0%	i	7%	4%	-3%	-1%	nt
CCOC(=O)c1ccccc1NC(=O)c1n[nH]c(=O)c2ccccc12	-8%	0.3%	19%	i	-1%	11%	1%	-14%	1%
Cc1ccc(C)c(NC(=O)C(=O)NCCc2csc3nc(-c4ccccc4C)nn23)c1	-3%	0.3%	nt	i	nt	-18%	0%	3%	nt
O=C1CCCN1CCCNS(=O)(=O)c1ccc(Br)s1	-15%	-0.8%	3%	i	-3%	0%	-18%	4%	-1%
CN(C)C(=O)c1cccn(Cc2cccc(C(F)(F)F)c2)c1=O	9%	-0.5%	-3%	i	7%	-4%	-2%	6%	10%
Cc1[nH]c2ccccc2c1-c1nc(N)sc1C	8%	-0.4%	3%	i	-5%	4%	2%	6%	4%
CCn1nc(-c2ccccc2)c(-c2ccccc2)c(C(=O)Nc2ccccc2C#N)c1=O	-6%	1.1%	nt	nt	nt	0%	1%	nt	-1%
Cn1ncc([N+](=O)[O-])c1C(=O)Nc1ccc2c(c1)OCCO2	15%	2.9%	-4%	i	-5%	0%	-3%	14%	nt
CC(C)Oc1ccc(C(=O)NC2CCSc3ccccc32)cc1 (centres undefined)	-5%	0.0%	3%	i	-1%	-6%	-9%	10%	5%
CCOC(=O)C1=C(CC)OC(N)=C(C#N)C1c1cccs1 (centres undefined)	-6%	16%	-1%	i	-20%	-13%	8%	7%	16%
O=C(C[n+]1ccc(/C=N/O)cc1)NC1CCCCC1	7%	-0.5%	-3%	i	13%	-2%	6%	-11%[11.3 µM]	-1%
CC(=O)c1c(C)[nH]c(C(=O)CN2C(=O)NC(C)(C)C2=O)c1C	1%	-1.0%	0%	i	-5%	-5%	-4%	11%	0%
COCCn1c(COc2cccc(OC)c2)nnc1SCC(=O)NC1CCCC1	1%	0.0%	2%	i	2%	9%	0%	-7%	7%
CC(C)C(=O)c1cn(CC(=O)NCc2ccco2)c2ccccc12	0%	3.1%	-2%	i	7%	14%	-4%	24%	?
O=C(CNC(=S)N(Cc1ccccc1)Cc1cccnc1)NCCc1ccccc1	25%	5.3%	-3%	i	0%	31%	1%	-14%	-11%
C[C@@H]1CN([C@H](C)CO)C(=O)c2c(c3ccccc3n2C)-c2ccccc2CO[C@H]1CN(C)Cc1ccc2c(c1)OCCN2C	0%	0.5%	nt	i	0%	-14%	nt	-6%	nt
CCSc1nnc2c(n1)OC=Nc1ccc(Br)cc1-2	6%	2.4%	2%	i	9%	-2%	-1%	-9%	22%
CCOc1ccc(NC(=O)[C@@H](c2ccccc2)N2Cc3ccccc3C2=O)cc1	?	0.2%	nt	?	nt	-32%	1%	-1%	14%
CSc1ccccc1NC(=O)COc1ccc(S(=O)(=O)N2CCCC2)cc1	?	-0.7%	9%	i	-2%	-1%	nt	-10%	5%

# 3 compounds out of the list, sorted by count of non-hydrogen atoms, high to low.
molecule	TGFb inhibitor	Nrf2 activator	MCF10A rereplic	S2 tox	EPAC2 antagonist	HepG2 viability	A549 viability	ATXN2 expr inh	Nrf2 inh
O=C(CNC(=S)N(Cc1ccccc1)Cc1cccnc1)NCCc1ccccc1	25%	5.3%	-3%	i	0%	31%	1%	-14%	-11%
CSc1ccccc1NC(=O)COc1ccc(S(=O)(=O)N2CCCC2)cc1	?	-0.7%	9%	i	-2%	-1%	nt	-10%	5%
CCSc1nnc2c(n1)OC=Nc1ccc(Br)cc1-2	6%	2.4%	2%	i	9%	-2%	-1%	-9%	22%

# More records follow:
molecule	TGFb inhibitor	Nrf2 activator	MCF10A rereplic	S2 tox	EPAC2 antagonist	HepG2 viability	A549 viability	ATXN2 expr inh	Nrf2 inh
CC(/C=N/NC(=O)c1cc(-c2ccc(C)s2)[nH]n1)=C\c1ccccc1	?	1.2%	6.5µM*	?	13%	-59%	-3%	-21%	?
CCCn1c(SCC(=O)Nc2ccc(OCC)cc2)nnc1C(C)C	1%	-0.7%	2%	i	-2%	-5%	-12%	10%	9%
Cc1ccc(/C=C2\SC(=S)N(CCCC(=O)Nc3cccnc3)C2=O)cc1	-17%	-2.0%	?	?	12%	-1%	?	3.5µM*	12µM*
CCOc1ccc(C(=O)CSc2nc3cc(C(=O)NC4CCCC4)ccc3c(=O)n2CC2CCCO2)cc1 (centres undefined)	-7%	0.4%	nt	i	nt	2%	20%	8%	?
CC(=O)N1c2ccc(S(=O)(=O)N3CCCC3C(=O)NCc3ccccc3Cl)cc2CC1C (centres undefined)	10%	0.0%	22%	i	11%	-3%	11%	-2%	?
Cc1ccc(C(=O)N(CC(=O)NC2CCCC2)Cc2cccs2)s1	1%	0.2%	0%	i	-4%[57.1 µM]	7%	-14%	1%	-7%
O=C(Nc1ccncc1)c1cc(-c2cccc(Br)c2)nc2ccccc12	0%	3.5%	16µM*	?	-29%	-38%	?	?	20%
Cc1ccccc1CN1CCN(S(C)(=O)=O)CC1	0%	-0.9%	-1%	i	5%[57.1 µM]	-13%	7%	1%	11%
COc1cccc(C(O)c2nc(-c3cccc4cccnc34)cs2)c1 (centres undefined)	19%	6.2%	nt	i	14%	-8%	nt	2%	nt
Cc1ccccc1C(C)(O)c1cnc(C)n1Cc1ccccc1 (centres undefined)	-1%	-0.7%	nt	?	0%	-1%	nt	nt	nt
CCc1ccccc1NC(=O)c1cc(-c2cccc(O)c2)on1	2%	3.0%	5%	i	3%	0%	0%	32%	1%
Cc1cc(C)c2c(c1)[C@@H]1C=CC[C@@H]1[C@H](c1ccc(S(=O)(=O)N3CCOCC3)cc1)N2	0%	-0.1%[9.22 µM]	2%	i	0%	-14%	-1%	1%	-7%
Cc1ccc2c(c1)NC(=O)C(CC(=O)Nc1ccc(Br)c(C)c1)O2 (centres undefined)	-7%	-0.1%	-13%	i	0%	-15%	-4%	nt	-9%
COc1ccccc1C(=O)NCC(=O)OCC(=O)c1cccc2ccccc12	4%&0%	3.7%	?	i	-2%	15%&-6%	-11%&1%	3%	3%&5%
CCN1C(=O)/C(=C/c2ccc(C)o2)N(C)C1=S	2%	?	?	i	1%	-15%	-3%	26%	17%
Cc1ccc(S(=O)(=O)Oc2ccc(C(c3c(C)[nH][nH]c3=O)c3c(C)[nH][nH]c3=O)cc2)cc1	-3%	0.2%	-13%	i	-5%	7%	7%	-3%	nt
COc1ccc2nc3ccccc3nc2c1NC(=O)c1ccc(Cl)cc1Cl	6%	-0.2%	9%	i	194%[activator]	0%	-1%	19%	-12%
CCCCn1c(N)c(N(CCOC)C(=O)c2ccc3c(c2)C(=O)N(c2cc(C)ccc2C)C3=O)c(=O)[nH]c1=O	-4%	0.4%	9%	i	-9%	-9%	-1%	3%	-14%
COCCN(C(=O)CSc1nnc(-c2ccncc2)n1C)c1c(N)n(CC(C)C)c(=O)[nH]c1=O	7%	-0.4%	11%	i	-17%	-10%	-3%	6%	17%
Cc1cc(N2CCCCC2)c(F)cc1[N+](=O)[O-]	-18%	0.2%	-3%	i	-3%	-1%	-3%	0%	nt
CS(=O)(=O)N(CC(=O)NN=C1CCCCCC1)c1ccc(Oc2ccccc2)cc1	11%	-1.1%	-1%	i	-1%	0%	-8%	nt	5%
Cc1ccc(CNC(=O)CSc2nnc3n2CCCCC3)cc1	9%	0.1%	0%	i	5%	-8%	1%	nt	-1%
COC(=O)C(C)Sc1n[nH]c(=S)s1 (centres undefined)	11%	-0.3%	1%	i	1%	8%	2%	-15%	-6%
CCOc1ccc(NC(=O)CCc2c(C)nc3c4c(C)cc(C)nc4nn3c2C)cc1	12%	0.0%	nt	i	nt	-3%	0%	4%	1%
